PGC1a acetyl inh: inhibitors of PGC1a acetylation signal, primary screen, cell-based, U2OS, AlphaScreen, inhibitor mode | AlphaScreen anti-acetyl-lysine; with virally co-expressed GCN5 acetyltransferase | inhibition, % at 15.6 µM | 350,000 compounds, 0.17% hits | AID 651687, 2012;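 active = every replicate shows inhibition of at least 40%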;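 note: 0% = neutral control wells and 100% = positive control wells; some results beyond the cut were filed as inactive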
PglD DTNB: C. jejuni PglD acetyltransferase inhibitors, primary screen, biochemical, DTNB colorimetric, single point; UDP-N-acetylbacillosamine N-acetyltransferase PglD (Campylobacter jejuni); purified PglD enzyme, DTNB colorimetric CoA detection; inhibition, % at 12.5 µM; 360,000 compounds, 0.098% hits; in the data active = inhibition above about 16%, passing the limit was not always enough; note: strong numbers were not always called active
miR-122 sensor: miR-122 Renilla sensor signal increase in Huh7, primary screen, miR-122 inhibitor project, cell-based, single point, plate reader; 340,000 compounds, 0.3% hits; activation (reporter increase), % at 12.5 µM; Huh7 miR-122 Renilla luciferase sensor, 48 h; neutral wells = 0, positive control = 100;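 active = mean replicate activation score at least 90 and every replicate individually at or above 90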;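 note: higher luciferase means less miR-122 activity so hits act as miR-122 inhibitors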
E-selectin induc: E-selectin induction in HUVECs, primary screen, imaging, HUVEC, immunofluorescence imaging, single point | P16581 | normalized: neutral wells 0, TNF-alpha wells 100 | activation, % at 7.58 µM | 260,000 compounds, 0.37% hits | AID 686992, 2013;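 active = mean E-selectin-positive cell signal at least 10% of the positive control, reached in at least 60% of replicates, without over 20% cell loss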;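 note: in these data hits start at about 27%; measured in HUVEC primary endothelial cells; signal is the percent of cells scored E-selectin positive by PE staining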
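Test system – human umbilical vein endothelial cells (HUVEC), E-selectin induction · Input – 3,000 HUVEC seeded per well · Buffer or medium – EGM-2, gelatin · Compound dosing – single-point compound dose · Detection – immunofluorescence imaging · Measure – percent E-selectin-positive cells · Controls – TNF-alpha high, DMSO low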
RAD54 inh: inhibitors of human RAD54 branch migration, primary screen, biochemical, fluorescence, single point | inhibition, % at 10.4 µM | RAD54 Holliday junction branch migration, FAM/BHQ fluorescence | 360,000 compounds, 0.14% hits | DNA repair and recombination protein RAD54-like (Homo sapiens), Q92698;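 active = mean normalized replicate activity at least 40 and at least half of replicates scoring 40 or more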;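 note: 0% = median of neutral control wells and 100% = median of positive control wells; inhibitors cause a drop in the FAM fluorescence signal; in these data hits start at about 50%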
Target sequence (Q92698 whole entry, looked up): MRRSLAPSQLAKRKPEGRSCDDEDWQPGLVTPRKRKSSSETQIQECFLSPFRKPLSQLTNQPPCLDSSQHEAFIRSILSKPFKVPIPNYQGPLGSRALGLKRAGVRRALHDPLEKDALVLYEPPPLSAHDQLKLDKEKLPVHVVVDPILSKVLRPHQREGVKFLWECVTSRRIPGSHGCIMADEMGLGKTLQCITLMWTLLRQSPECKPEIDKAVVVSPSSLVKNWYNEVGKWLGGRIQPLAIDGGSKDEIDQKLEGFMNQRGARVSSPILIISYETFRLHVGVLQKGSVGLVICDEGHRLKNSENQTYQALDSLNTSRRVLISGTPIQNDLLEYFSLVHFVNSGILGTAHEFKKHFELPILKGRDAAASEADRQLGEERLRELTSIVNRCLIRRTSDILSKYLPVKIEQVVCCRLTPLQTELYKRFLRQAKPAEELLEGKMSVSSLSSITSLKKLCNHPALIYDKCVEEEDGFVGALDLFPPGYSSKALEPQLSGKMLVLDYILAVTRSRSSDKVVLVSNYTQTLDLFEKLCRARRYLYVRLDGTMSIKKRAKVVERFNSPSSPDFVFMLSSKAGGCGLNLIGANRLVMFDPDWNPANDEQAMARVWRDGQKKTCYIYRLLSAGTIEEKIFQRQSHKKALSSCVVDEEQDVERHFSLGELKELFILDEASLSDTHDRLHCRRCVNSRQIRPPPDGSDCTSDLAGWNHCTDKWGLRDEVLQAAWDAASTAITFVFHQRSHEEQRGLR
Cneo AK release: Cryptococcus neoformans cell lysis inducers, primary screen, AK release luminescence, single concentration. C. neoformans lysis, adenylate kinase release luminescence, 4 h; normalised: neutral wells 0, clomiphene wells 100. lysis activity, % at 15 µM. 360,000 compounds, 0.2% hits;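 active = mean lysis activity across replicates of at least 80%, whatever share of replicates individually reach that level; inactive = mean lysis activity below 80%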
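Assay system: C. neoformans cells. Amount: yeast cell density of 5 × 10^6 cells/mL. Technique: AK luminescence. Buffer or medium: YPD. Times: static 4 h at 37 °C with compound, 1 h detection. Dosing: single-point compound dose. Read-out: lysis from increased AK signal.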
RAD52 inh: RAD52 DNA annealing inhibitors, primary screen, biochemical, FRET, single point, set 2 | recombinant RAD52 DNA annealing, FRET fluorescence | inhibition, % at 18.7 µM | 360,000 compounds, 0.46% hits | AID 651710, 2012;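 active = every replicate showing at least 50% inhibition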
ERAP1 inh: human ERAP1 aminopeptidase inhibitors, primary screen, biochemical, single point, plate reader; Endoplasmic reticulum aminopeptidase 1 (Homo sapiens), Q9NZ08; recombinant ERAP1, Leu-AMC fluorescence, 60 min; inhibition, % at 10.7 µM; 340,000 compounds, 0.15% hits; AID 652197, 2013;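 active = mean replicate inhibition of at least 30%, or all replicates individually reaching that 30% level; inactive = mean below 30% and not every replicate reaching it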;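 note: 0% = neutral control wells and 100% = L-leucinethiol positive control wells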
Active calls of the source: *; x = not tested or not shown; & = joins results of further samples; [ ] = remark or other dose.

Every second line gives: PGC1a acetyl inh, PglD DTNB, miR-122 sensor, E-selectin induc, RAD54 inh, Cneo AK release, RAD52 inh, ERAP1 inh
C[C@H]1CN([C@@H](C)CO)C(=O)c2cc(NS(=O)(=O)c3ccc(F)cc3)ccc2O[C@H]1CN(C)S(=O)(=O)c1ccc(F)cc1
    -17, 5, -2[16.7 µM], 0.0, -4, -2, -5, 1
CCCCCn1c(=O)[nH]c2cc(C(=O)N3CCN(C(=O)OCC)CC3)ccc2c1=O
    6, -7, -14, 0.2, 1, 2, -5, 3
O=C(C[n+]1cccc(CNC(=O)c2ccc(OC(F)F)cc2)c1)Nc1ccc(SC(F)F)cc1
    8, -2, -6, 1.8, 12, 1, x, x
CC(C)c1ccccc1NC(=O)c1ccc2ncsc2c1
    x, -2, x, x, -16, 1, -6, 0
c1cc(-c2noc(CC3CCCCC3)n2)ccn1
    14, -6, -16, x, 3, 0, x, x
CN1c2ccc(C#Cc3cccnc3)cc2[C@@H]2[C@@H](CCN2C(=O)C2CCCCC2)[C@H]1CO
    -14, 2, -2[16.7 µM], 0.7, 2, 7, 1, -1
COCCCNC(=O)c1cccc(OC)c1OC
    -10, x, 2, x, -4, -6, x, x
COc1ccc(-c2cn3c(C)c(C(=O)NCCN4CCOCC4)sc3n2)cc1
    -4, x, -3, x, -14, -7, x, x
Cc1ccc(C(=O)Nn2cnc3scc(-c4cccs4)c3c2=O)c(O)c1
    -6, 10, 10, x, 19, 1, x, x
O=C(Oc1ccc2c(c1)OCO2)c1cc2c(s1)CCC2
    22, -6, -4, x, 21, -18, x, x

Three structures from above, ordered by molecular weight, highest first.
Every second line gives: PGC1a acetyl inh, PglD DTNB, miR-122 sensor, E-selectin induc, RAD54 inh, Cneo AK release, RAD52 inh, ERAP1 inh
C[C@H]1CN([C@@H](C)CO)C(=O)c2cc(NS(=O)(=O)c3ccc(F)cc3)ccc2O[C@H]1CN(C)S(=O)(=O)c1ccc(F)cc1
    -17, 5, -2[16.7 µM], 0.0, -4, -2, -5, 1
COCCCNC(=O)c1cccc(OC)c1OC
    -10, x, 2, x, -4, -6, x, x
c1cc(-c2noc(CC3CCCCC3)n2)ccn1
    14, -6, -16, x, 3, 0, x, x

(more compounds)
Every second line gives: PGC1a acetyl inh, PglD DTNB, miR-122 sensor, E-selectin induc, RAD54 inh, Cneo AK release, RAD52 inh, ERAP1 inh
COc1cc(Cl)ccc1OC1(C)CCN(Cc2cccn2-c2nccs2)C1 (stereo not given)
    -17, -1, -10, 0.2, -14, -4, -7, 3
COc1ccc(OC)c(NC(=O)c2cc(-c3ccc(C)cc3O)n[nH]2)c1
    -6, 6, -5, x, -15, -3, x, x
CC1CC(C)CN(C(=O)COC(=O)C2CCN(S(=O)(=O)c3ccc4c(c3)OCCO4)CC2)C1 (stereo not given)
    6, 5, -3, x, 1, -1, 9, 1
CCC(=O)N1C[C@@H](C)[C@H](OC)CN(C)C(=O)c2cc(NC(=O)C3CCOCC3)ccc2OC[C@@H]1C
    -4, 3, x, 0.0, 2, -3, -1, -1
CCCNc1nc2c(c(=O)n(C)c(=O)n2C)n1CCCc1ccccc1
    x, 5, x, 0.0, -3, 0, -11, -2
COc1ccccc1NC(=O)C1=C(C)NC2=C(C(=O)CCC2)C1c1ccc(C)o1 (stereo not given)
    x, 0, 2, x, -3, 13, x, x
CN1c2ccc(-c3ccccc3F)cc2[C@@H]2[C@@H](CCN2C(=O)Nc2cc(F)ccc2F)[C@@H]1CO
    11, -1, 2[16.7 µM], 0.4, -12, -9, x, x
Cc1nc2c(OCc3ccc(C(F)(F)F)cc3)cccn2c1N(C)CC1CC1
    7, 0, -2, 0.0, 6, 7, 7, -3
CC(C)NC(=O)N1CCCCN2[C@H](CO)[C@H](c3ccc(C#Cc4ccccc4)cc3)[C@H]2C1
    -21, -4, -5[16.7 µM], -0.2, 4, 4, 13, 2
COc1ccc(OC)c(S(=O)(=O)N2CCCC2C(=O)NC(C)c2ccccc2)c1 (stereo not given)
    -13, -2, -4, 2.3, 6, 1, -8, 2

Copied from the list:
Cc1nc2c(OCc3ccc(C(F)(F)F)cc3)cccn2c1N(C)CC1CC1 in ERAP1 inh is entered as -3
CC(C)NC(=O)N1CCCCN2[C@H](CO)[C@H](c3ccc(C#Cc4ccccc4)cc3)[C@H]2C1 in ERAP1 inh is entered as 2

Further records follow.
Every second line gives: PGC1a acetyl inh, PglD DTNB, miR-122 sensor, E-selectin induc, RAD54 inh, Cneo AK release, RAD52 inh, ERAP1 inh
O=C(C[C@H]1CC[C@H]2[C@@H](COC[C@H](O)CN2Cc2ccccc2)O1)N1CCOCC1
    4, 2, -5[16.7 µM], 0.0, 4, -1, -7, -3
CC(C)NCC(=O)C12CC3CC(CC(C3)C1)C2
    x, 0, 0, -0.1, -4, 0, 0, 0
Cc1oc(=O)cc(OCc2ccccc2)c1C
    -12, 6, -8, -0.2, 7, 1, -13, 3
Cc1ccc(C(=O)OCC(=O)N2CCCCCC2)cc1S(=O)(=O)N1CCOCC1
    -7, -2, -5, x, -9, -1, -3, 2
CCC(=O)N1CCCCN2[C@H](C1)[C@@H](c1ccc(-c3cccnc3)cc1)[C@@H]2CO
    7, -1, 0[16.7 µM], -0.2, 6, 9, -13, 0
Cc1cccc(OCC(=O)NNC(=O)CCN2CCN(c3ccccc3)CC2)c1C
    -5, -2, x, 2.8, -11, -1, 0, 3
Cc1cccc(/C(N)=N/OC(=O)c2ccncc2)c1
    -3, 2, -6, x, -6, -1, -19, -1
CC(C)C(CCNCc1ccccn1)c1ccc(Cl)cc1 (stereo not given)
    -3, 6, x, 0.1, 11, 0, -1, 2
C[C@@H]1CN([C@@H](C)CO)C(=O)c2cc(NS(=O)(=O)c3cccs3)ccc2O[C@@H]1CN(C)Cc1ccccc1
    0, -1, -3[16.7 µM], -0.1, 1, x, x, x
CC(=O)Nc1ccc(NC(=O)c2cc([N+](=O)[O-])cc([N+](=O)[O-])c2)cc1
    -9, 2, -5, 0.1, -10, 3, -6, -2
COc1ccc(NC(=O)Cn2cc(C#N)c3ccccc32)cc1
    -12, x, x, 1.9, x, x, -19, 2
COc1ccc(C(=O)Nc2ccc(S(=O)(=O)Nc3nccc(C)n3)cc2)cc1OC
    8, -1, -6, x, 1, -2, x, x
N#CC1=C(N)NC(SCc2ccc(F)cc2)=C(C#N)C12CCCCC2
    -2, -5, 14, x, 3, -16, x, x
Nc1ncnc2c1ncn2[C@@H]1O[C@H](CNCc2ccc(OCc3ccccc3)cc2)[C@@H](O)[C@H]1O
    4, -3, -15, 1.7, -8, -1, -13, 0
COc1ccc(NC(=O)[C@H](C)NS(=O)(=O)c2ccc(NC(C)=O)cc2)cc1Cl
    1, 3, 2, 0.1, -11, 0, -58, -7
COc1ccc(/C=C2\SC(=S)N(CCCCCC(=O)Nc3cc(C)on3)C2=O)cc1OC
    3, -5, -6, 17, -4, -4, -42, -7
CCCS(=O)(=O)N1CCC(C(=O)N2CCC(Cc3ccccc3)CC2)CC1
    2, 0, 2, x, 2, 2, x, x
CCc1ccc(NC(=O)Nc2ccon2)cc1
    -2, -5, -3, x, -6, -12, 1, 5
N#C[C@@H]1[C@@H](c2ccc(-c3cccnc3)cc2)[C@H](CO)N1C(=O)C1CCC1
    10, 2, x, -0.3, -26, 0, -16, 1
CCOc1ccccc1NC(=S)N1CCCCCC1
    1, 0, 15, -0.1, 5, 32, -15, 5
O=C(CCc1ccccc1)NNC(=S)NCCc1ccccc1
    -4, -2, -1, -0.2, -6, -9, -10, -2
Nc1c(C(=O)CSc2nncn2-c2ccccc2)c(=O)[nH]c(=O)n1C1CC1
    1, -1, -6, -0.4, 8, 0, -10, -1
COc1ccccc1C(=O)NCC(=O)OCC(=O)NNC(=O)c1ccc(Br)cc1
    -7, -1, -1, -0.2, 3, 0, -8, 0
CCOC(=O)Cc1csc(NC(=O)Nc2ccc(F)cc2)n1
    x, 1, -5, 3.7, -1, -2, -10, 3
CCN(CC)c1ccc(-c2nn3c(-c4ccccc4OC)nnc3s2)cc1
    -36, 3, 53, x, 7, 1, x, x
COc1ccc(Cn2c(O)c(C=Nc3ccccc3C(=O)O)c3ccccc3c2=O)cc1
    8, -18, 0, x, 12, 4, -25, -2
CC1(C)CC2CC(C)(CN2C(=O)c2cccs2)C1 (stereo not given)
    -16, 0, -1, x, 4, 4, x, x
COc1cc(CNC(=O)Nc2nc(C(N)Cc3ccc(Cl)cc3)cs2)cc(OC)c1OC (stereo not given)
    -1, 4, x, 0.2, -1, 5, -48, -3
CC(C)C1(CCNC(=O)c2cccs2)CCOC(C)(C)C1 (stereo not given)
    -3, -7, -3, 2.5, 2, 1, -2, 1
CC(=O)N1[C@H](C(=O)NCc2ccc(F)cc2)[C@@H](CO)[C@@H]2Cn3c(cccc3=O)[C@@H]21
    x, 0, -4[16.7 µM], 0.0, 1, 0, -8, 0
Cc1cccc(OCC(=O)N2CCOCC2)c1
    2, -2, 2, -0.1, -1, -4, x, x
O=C(NCc1ccccc1OC(F)(F)F)C1CCC(=O)N(C2CC2)C1 (stereo not given)
    4, -2, -6, x, 9, 1, -17, 1
COC(=O)[C@@H]1Cc2c([nH]c3ccccc23)C(C)(C)N1C(=O)CCl
    19, -10, -32, -1.5, -8, -1, 6&0, -2&2

Whole records, quoted from the list. Screens in order: PGC1a acetyl inh	PglD DTNB	miR-122 sensor	E-selectin induc	RAD54 inh	Cneo AK release	RAD52 inh	ERAP1 inh
Results for CC1(C)CC2CC(C)(CN2C(=O)c2cccs2)C1 (stereo not given) : -16	0	-1	x	4	4	x	x
Results for COc1ccccc1NC(=O)C1=C(C)NC2=C(C(=O)CCC2)C1c1ccc(C)o1 (stereo not given) : x	0	2	x	-3	13	x	x
Results for Cc1cccc(/C(N)=N/OC(=O)c2ccncc2)c1 : -3	2	-6	x	-6	-1	-19	-1
Results for CC1CC(C)CN(C(=O)COC(=O)C2CCN(S(=O)(=O)c3ccc4c(c3)OCCO4)CC2)C1 (stereo not given) : 6	5	-3	x	1	-1	9	1
Results for CN1c2ccc(-c3ccccc3F)cc2[C@@H]2[C@@H](CCN2C(=O)Nc2cc(F)ccc2F)[C@@H]1CO : 11	-1	2[16.7 µM]	0.4	-12	-9	x	x

Pulled by structure from the list above (two):
Every second line gives: PGC1a acetyl inh, PglD DTNB, miR-122 sensor, E-selectin induc, RAD54 inh, Cneo AK release, RAD52 inh, ERAP1 inh
CCOC(=O)Cc1csc(NC(=O)Nc2ccc(F)cc2)n1
    x, 1, -5, 3.7, -1, -2, -10, 3
COc1ccc(Cn2c(O)c(C=Nc3ccccc3C(=O)O)c3ccccc3c2=O)cc1
    8, -18, 0, x, 12, 4, -25, -2

Not a hit list; overall some 1.4% were active at least once.
